Compound activity from PubChem BioAssay.
ELG1 genotox – induces genotoxicity in HEK293T cells with luciferase-tagged ELG1 | Potency, µM (titrated, usually from 46 µM), for the others: at the highest dose activity change, positive = activation, hits mostly activators | HEK293T ELG1-luciferase reporter, luminescence, 16 h | 330,000 tested, 1.3% active; note: potency is the fitted concentration of half-maximal effect; % of control where 0% means no effect; nearly all actives have a fitted effect of over 60% in size
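HEK293T cells expressing luciferase-tagged ELG1 were treated with compound or DMSO for 16 hr at 37°C. Luciferase activity was then read after 30 min with ONE-Glo at room temperature; rising signal flags genetic stress.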
Gal4-VP16 FLuc – inhibits Gal4-VP16 luciferase reporter, ROR gamma counter-screen | Drosophila S2 Gal4-VP16 UAS-luciferase, luminescence, 20 h | Potency, µM (top dose mostly 53.6 µM), inactives show at the highest dose activity, negative = inhibition, usual class: inhibitors | 310,000 tested, 3.5% active;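 note: Gal4-VP16 expression switched on by copper sulfate through the metallothionein promoter; potency is the fitted concentration of half-maximal effect; % is set by controls: 0 for no effect and ±100 for the full control effect; nearly all actives have a fitted effect of over 50% in size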
Rab9 prom act – Rab9 promoter activation; Potency, µM (highest dose often 9.22 µM), without a hit: top-dose activation, negative = inhibition, actives largely listed as activators; AID 485297; 320,000 tested, 2.8% active; Huh7 Rab9 promoter-luciferase reporter, luminescence, 24 h; note: potency is the fitted concentration of half-maximal effect; % of control where 0% means no effect; nearly all actives have a fitted effect of over 60% in size
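Cell-based reporter: Huh7 stable for Rab9 promoter-driven luciferase, plated in reduced-serum medium with 10% FBS at 1500 cells/well, compound-treated 24 h at 37 °C, luminescence read after 10 min reagent.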
NPC1 promoter act – NPC1 promoter activation; 320,000 tested, 2.4% active; Huh7 NPC1 promoter luciferase reporter, 24 h; Potency, µM (series often up to 9.22 µM), inactives show at the highest dose activation, most hits filed as activators; AID 485313;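 note: potency is the fitted concentration of half-maximal effect; % of control where 0% means no effect; nearly all actives have a fitted effect of over 60% in size; reporter is driven by a mutant NPC1 promoter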
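Luminescence read-out of NPC1 promoter-driven luciferase in stably transfected Huh7 cells; compounds delivered in DMSO and left 24 h at 37C, 5% CO2, qHTS titration format.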
Tb PFK inh – T. brucei PFK enzyme inhibition; O15648; T. brucei PFK, ADP-Glo luminescence; Potency, µM (top dose mostly 57.5 µM), for the others: top-dose activity, negative = inhibition, most hits filed as inhibitors; 330,000 tested, 0.17% active;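 note: potency is the fitted concentration of half-maximal effect; 0% = uninhibited 1x PFK enzyme wells and -100% = no-enzyme wells; nearly all actives have a fitted effect of over 60% in size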
Target sequence (O15648 whole entry, looked up): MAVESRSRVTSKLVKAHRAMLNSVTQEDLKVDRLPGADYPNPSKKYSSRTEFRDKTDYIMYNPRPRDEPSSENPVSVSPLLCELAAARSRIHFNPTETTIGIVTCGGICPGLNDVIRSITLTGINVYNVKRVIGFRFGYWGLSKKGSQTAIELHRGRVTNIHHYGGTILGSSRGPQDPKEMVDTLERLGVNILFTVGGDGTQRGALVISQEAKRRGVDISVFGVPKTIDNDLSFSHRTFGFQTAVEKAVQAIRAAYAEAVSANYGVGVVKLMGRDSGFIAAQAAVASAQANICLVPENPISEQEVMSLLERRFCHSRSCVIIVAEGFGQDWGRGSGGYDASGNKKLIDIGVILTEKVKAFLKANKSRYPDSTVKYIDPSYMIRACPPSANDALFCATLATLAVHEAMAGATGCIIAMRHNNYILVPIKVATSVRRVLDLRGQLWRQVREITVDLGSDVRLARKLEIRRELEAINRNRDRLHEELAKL
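1.25 nM PFK with 0.5 mM F6P and 0.1 mM ATP in 0.1 M TEA pH 8.0, 5 mM MgCl2, incubated 45 min at room temperature; ADP measured by ADP-Glo luminescence; compounds titrated up to 57 uM.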
KCNH2 3.1 block – KCNH2 3.1 (human) potassium channel inhibition | U2OS KCNH2 3.1, thallium flux FluxOr; stronger effect = lower value | activity change, % (tested at about 1.8 µM) | 340,000 tested, 0.95% active;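 active = maximum activity change below -70%; inconclusive = maximum activity change from -70% to -50%; inactive = maximum activity change above -50%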;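 note: thallium influx rate constant from kinetic fluorescence after stimulation buffer; % is set by controls: 0 for no effect and ±100 for the full control effect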
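Channel expression came from 3.1 mutant virus (1.77 x 10^8 /mL) applied to suspended U2OS cells for 4 h. Flux was tracked with FluxOr dye plus Red40 quencher, and kinetic rate constants normalized to controls.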
Coupling enz – counter-screen for Giardia aldolase inhibitors: coupling enzyme system | coupling enzyme system counterscreen, AmpLite Red fluorescence | activity change, negative = inhibition, % at 58.2 µM, hits read low | 290,000 tested, 0.67% active; in the data active = activity change below about -30%; note: % is set by controls: 0 for no effect and ±100 for the full control effect
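Coupling enzymes only (glyceraldehyde-3-phosphate) + compound, at 57.5 uM final, 10 min RT; add substrate/coupling/AmpLite Red mix, 20 min RT; fluorescence ex 525/em 598 nm. Actives flag coupling-system interference.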
Giardia kill – kills Giardia lamblia | 340,000 tested, 0.15% active | activity change, % at 7.66 µM, hits read low | Giardia lamblia trophozoite viability; in the data active = activity change below about -80%; inconclusive = between about -30% and that limit;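 note: parasites exposed to compound for two days anaerobically before the ATP read; % is set by controls: 0 for no effect and ±100 for the full control effect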
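Giardia lamblia trophozoites (100 cells/well) were incubated with compounds for 48 h at 37 deg C under anaerobic conditions. Viability was read as ATP content by one-step luminescence after 15-30 min at room temperature.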
uPA generation – cell surface uPA generation inhibition. cell surface uPA generation assay, qHTS. Potency, µM (doses to about 38.3 µM), without a hit: at the top dose activity change, negative = inhibition, hits mostly inhibitors. 330,000 tested, 0.31% active; active = well fitted inhibition curve with a large enough effect; inconclusive = small, poorly fitted or top-dose-only effect; inactive = no such curve, though single readings can be large or run the other way; tested in mouse RAW 264.7 cells; note: potency is the fitted concentration of half-maximal effect; % is set by controls: 0 for no effect and ±100 for the full control effect; nearly all actives have a fitted effect of over 55% in size
FLuc counter – firefly luciferase modulation, counter-screen for miR-21 project | P08659 | purified FLuc, Km substrates, luminescence inhibition | Potency, µM (highest dose often 57.5 µM), without a hit: at the top dose activity change, negative = inhibition, actives largely listed as inhibitors | 360,000 tested, 6.9% active | AID 588342;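 note: potency is the fitted concentration of half-maximal effect; plate controls were vehicle for no effect and reference inhibitor for full effect; nearly all actives have a fitted effect of over 55% in size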
Target sequence (P08659 whole entry, looked up): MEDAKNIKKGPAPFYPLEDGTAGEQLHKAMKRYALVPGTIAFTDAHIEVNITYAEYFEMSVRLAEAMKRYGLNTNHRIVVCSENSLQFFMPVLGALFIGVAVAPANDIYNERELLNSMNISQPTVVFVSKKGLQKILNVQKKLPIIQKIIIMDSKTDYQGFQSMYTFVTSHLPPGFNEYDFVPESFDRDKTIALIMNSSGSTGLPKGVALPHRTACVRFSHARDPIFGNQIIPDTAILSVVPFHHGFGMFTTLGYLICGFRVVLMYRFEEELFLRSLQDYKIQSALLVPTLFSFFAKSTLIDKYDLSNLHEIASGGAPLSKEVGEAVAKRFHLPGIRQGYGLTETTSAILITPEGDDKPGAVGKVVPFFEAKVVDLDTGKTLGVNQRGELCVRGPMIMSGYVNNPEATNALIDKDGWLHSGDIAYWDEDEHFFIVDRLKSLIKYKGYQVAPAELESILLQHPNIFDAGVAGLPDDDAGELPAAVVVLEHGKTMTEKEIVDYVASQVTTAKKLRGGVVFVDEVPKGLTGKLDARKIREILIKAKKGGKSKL
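Purified P. pyralis luciferase (10nM final) with 10uM D-luciferin and 10uM ATP (Km levels) in 50mM Tris acetate pH 7.5, 10mM Mg acetate, 0.01% Tween-20, 0.05% BSA; qHTS 6-point titration, ~60 µM downward; luminescence read.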
RORgamma inh – inhibitors of mouse ROR gamma transcriptional activity | P51450 | Drosophila S2 Gal4-RORgamma UAS-luciferase reporter, 20 h | Potency, µM (series often up to 53.6 µM), for the others: at the top dose activity change, negative = inhibition, most hits filed as inhibitors | 310,000 tested, 5.4% active | AID 2551; note: potency is the fitted concentration of half-maximal effect; % is set by controls: 0 for no effect and ±100 for the full control effect; nearly all actives have a fitted effect of over 60% in size
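ROR gamma transcriptional activity was tracked as Gal4-UAS luciferase output in stably transfected Drosophila Schneider cells, with compound added 1 hr before 700 uM copper sulfate induction and a 20 hr ambient-temperature incubation.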
The depositor's hits bear a star; ? = inconclusive; . = not tested or not shown; [ ] = another dose, or the depositor's remark. Unless noted, calls come from the whole dose curve; as a rule, active = well fitted curve in the direction sought with a large enough effect; inconclusive = small, poorly fitted or top-dose-only effect, or another doubt; inactive = no such curve, though single readings can be large; an effect the other way counts as inactive or inconclusive.

SMILES	ELG1 genotox	Gal4-VP16 FLuc	Rab9 prom act	NPC1 promoter act	Tb PFK inh	KCNH2 3.1 block	Coupling enz	Giardia kill	uPA generation	FLuc counter	RORgamma inh
CC(=O)NC(CC(=O)N(C)Cc1c(F)cccc1Cl)c1ccccc1 (stereo unspecified)	-3%	19%	1%	-3%	3%	15	4	-4	-3%	0%	25%
CC(NC(=O)C1=CC=CN2CCS(=O)(=O)N=C12)c1ccc(Cl)cc1Cl (stereo unspecified)	6%	.	-4%	0%	0%	-3	.	-16	0%	.	.
Cc1ccccc1C(=O)NNC(=O)CCC(=O)Nc1cccc(Cl)c1C	2%	13%	-6%	-1%	0%	1	1	-11	-8%	-3%	25%
COc1cc(OC)cc(-n2c3nc4ccccc4nc3c3c(=O)n(CC4CCCO4)cnc32)c1 (stereo unspecified)	1%	-9%	3%	0%	-4%	-12	1	-15	-1%	2%	-10%
O=C(/C=C/c1ccc([N+](=O)[O-])cc1)NCc1cccnc1	1%	20%	15%	7%	-2%	-9	6	-14	-1%	-7%	19%
C#Cc1ccc(CN2CCC(C(=O)Nc3ccc(Oc4ccccc4)nc3)CC2)cc1	0%	?	-17%	-15%	-10%	-34	.	-8	3%	-1%	-22%
CN(C)c1ccc(-n2cccc2)cc1	-7%	0%	-5%	-3%	3%	-7	0	-1	1%	?	-43%
CC(=O)Nc1ccccc1NC(=O)c1ccccc1-c1ccccc1	-2%	-19%	3%	1%	0%	-10	-4	-22	-5%	-1%	-1%
COc1cccc(/C=C/C(=O)OCC(=O)N2c3ccccc3NC(=O)C2(C)C)c1	0%	-4%	-2%	2%	-4%	-8	1	-16	3%	6%	-1%
CNC(=O)C12CC3CC(CC(Cl)(C3)C1)C2	-4%	-1%	-2%	-1%	9%	-1	1	-2	2%	-1%	-1%
O=C(O)CC/C(=N/NC(=O)c1ccc(-c2ccccc2)cc1)c1ccccc1	1%	-8%	-1%	-1%	4%	.	20	10	0%	1%	?
CN1C(=O)c2ccc(NC(=O)c3ccc(Cl)cc3Cl)cc2C1=O	9%	?	5%	4%	-1%	7	.	1	4%	?	?
O=C1C(Cc2ccccc2)Nc2ncnc(N3CCOCC3)c2N1Cc1ccc(Cl)cc1 (stereo unspecified)	-7%	.	-5%	-7%	-2%	-26	.	17	-6%	0%	.
CCOc1ccccc1OCCCC(=O)N1CCN(S(=O)(=O)c2ccc(Cl)cc2)CC1	-2%	.	3%	-2%	-4%	0	.	12	?	-3%	.
CC(C)(C)NC(=O)Cn1nnc(-c2ccc(OCc3c(F)cccc3Cl)cc2)n1	12%	-27%	0%	0%	1%	14	2	10	-1%	?	?
COc1ccccc1-c1c(-c2ccc(O)cc2O)n[nH]c1C(F)(F)F	-9%	11%	-26%	-18%	1%	6	4	-15	-26%	2%	?
Cc1ccc(NC(=O)C(C)Sc2nc(-c3ccccc3)cc(=O)[nH]2)cc1 (stereo unspecified)	1%	-15%	-7%	-2%	-2%	15	3	10	-13%	-9%	4%
CCC(=O)N1CCc2cc(S(=O)(=O)N3CCc4ccccc4C3)ccc21	-6%	-4%	-2%	-1%	2%	-5	-1	12	1%	0%	-35%
Cc1nnc(C)c2c(C)n(-c3ccc(Cl)c(N)c3)c(C)c12	0%	-8%	-2%	3%	0%	-3	1	21	3%	1%	2%
Cc1cc(S(=O)(=O)NCc2ccco2)c(C)s1	2%	2%	-4%	-3%	3%	1	-2	16	2%	0%	7%
COc1ccc(NC(=O)CN2CCN(c3ccccc3)CC2)cc1	2%	14%	-3%	-4%	6%	11	-1	-4	3%	4%	7%
C=C(C)CN1CCN(S(=O)(=O)c2ccc(C)c(N(C)S(=O)(=O)c3ccc(C)cc3)c2C)CC1	1%	-29%	10%	-2%	-3%	-30	-2	1	-4%	0%	24%
CCn1c(Cc2ccccc2)nnc1SCC(=O)Nc1cc(C)on1	-1%	7%	-2%	-3%	4%	19	0	-6	.	0%	9%
COc1ccc(NC(=O)C2=C(C)NC(=O)NC2c2cccs2)c(OC)c1 (stereo unspecified)	8%	-4%	-4%	-5%	-4%	31	-1	36[activator]	-3%	-1%	0%
CCN(C(=O)COC(=O)c1n[nH]c2ccccc12)C1CCS(=O)(=O)C1 (stereo unspecified)	3%	-13%	-1%	4%	-1%	5	-4	-18	4%	-3%	16%
SMILES	ELG1 genotox	Gal4-VP16 FLuc	Rab9 prom act	NPC1 promoter act	Tb PFK inh	KCNH2 3.1 block	Coupling enz	Giardia kill	uPA generation	FLuc counter	RORgamma inh
CCCCNC(=O)c1cc2c(=O)n3cccc(C)c3nc2n(Cc2ccncc2)c1=N	7%	-11%	0%	0%	0%	-12	-4	8	.	0%	4%
COc1ccc(/C=N/NC(=O)c2cccnc2)cc1CN1CCCc2ccccc21	3%	-29%	1%	0%	-4%	3	1	-1	0%	-8%	10µM*
NC(=O)c1ccc[n+](CC(=O)c2ccc(Cl)c(Cl)c2)c1	4%	3%	-4%	-2%	-2%	1	0	23	-2%	-9%	14%
Cc1cccc(NC(=O)CSCc2cc(=O)n3c(C)csc3n2)c1C	5%	-2%	3%	1%	-4%	13	3	-24	-6%	3%	-14%
O=[n+]1cc(-c2ccccc2)n([O-])c2c1CCC2	1%	-5%	-2%	0%	-9%	1	3	-13	1%	0%	1%
CCN1C(=O)c2cccc3c(S(=O)(=O)NCc4ccccc4)ccc1c23	17%	.	1%	0%	2%	-9	.	2	-7%	-1%	.
CCOc1ccc(S(=O)(=O)N2CCN(C(=O)c3sccc3C)CC2)cc1	0%	1%	6%	-3%	2%	-4	0	-11	-3%	-1%	28%
COc1ccc(C2=NN(CCC(=O)NCC3CCCO3)C(=O)CC2)cc1 (stereo unspecified)	2%	-9%	-2%	2%	1%	0	2	-2	4%	0%	-17%
Cc1ccc(C(C#N)N2CCOCC2)cc1 (stereo unspecified)	-4%	3%	4%	-1%	-4%	11	4	-10	1%	4%	-2%
O=C(Cc1ccc(Cl)c(Cl)c1)Nc1ccccc1N1CCOCC1	-5%	3%	8%	8%	-30%	-1	0	-8	-2%	-7%	33%
COc1ccc(C2CC2/C(=N/OC(=O)c2cccs2)c2ccccc2)cc1 (stereo unspecified)	?	22%	?	?	1%	-17	3	4	-1%	12µM*	20%
O=C(CSc1oc(-c2ccc(F)cc2)nc1S(=O)(=O)c1ccccc1)NCC1CCCO1 (stereo unspecified)	-1%	3%	1%	0%	-6%	6	2	0	-3%	0%	5%
Cc1c(N2C(=O)/C(=C3\C(=O)N(CC(=O)O)c4ccccc43)SC2=S)c(=O)n(-c2ccccc2)n1C	3%	0%	-1%	-1%	-2%	-4	-27	16	0%	-15%	?
COc1ccc(NC(=O)CN2CCC(C(=O)c3ccc(F)cc3)CC2)c(OC)c1	-13%	-6%	-4%	-3%	2%	16	1	5	4%	2%	33%
CC(C)Oc1ccc(C(=O)NCc2cccnc2)cc1	1%	0%	-6%	-2%	-3%	-14	-1	0	-4%	-14%	25%
COc1ccc(/C=N/NC2=NS(=O)(=O)c3ccccc32)cc1OC(C)=O	1%	-1%	3%	1%	-9%	-8	4	8	1%	-2%	-31%
COc1cccc(CCc2nnc(CCC(=O)N(C)C3CC(C)(C)NC(C)(C)C3)o2)c1	2%	-11%	-5%	0%	0%	13	.	-20	-2%	0%	9%

Five entries picked at random from those above:
SMILES	ELG1 genotox	Gal4-VP16 FLuc	Rab9 prom act	NPC1 promoter act	Tb PFK inh	KCNH2 3.1 block	Coupling enz	Giardia kill	uPA generation	FLuc counter	RORgamma inh
COc1cccc(/C=C/C(=O)OCC(=O)N2c3ccccc3NC(=O)C2(C)C)c1	0%	-4%	-2%	2%	-4%	-8	1	-16	3%	6%	-1%
O=[n+]1cc(-c2ccccc2)n([O-])c2c1CCC2	1%	-5%	-2%	0%	-9%	1	3	-13	1%	0%	1%
Cc1cccc(NC(=O)CSCc2cc(=O)n3c(C)csc3n2)c1C	5%	-2%	3%	1%	-4%	13	3	-24	-6%	3%	-14%
CCOc1ccccc1OCCCC(=O)N1CCN(S(=O)(=O)c2ccc(Cl)cc2)CC1	-2%	.	3%	-2%	-4%	0	.	12	?	-3%	.
CCN1C(=O)c2cccc3c(S(=O)(=O)NCc4ccccc4)ccc1c23	17%	.	1%	0%	2%	-9	.	2	-7%	-1%	.
